Screening results as filed in PubChem BioAssay.
Vif-A3F inh: Vif-A3F binding inhibition. 0.2% of 390,000 active. AID 602313. Potency, µM (titrated, usually from 46.1 µM), for the others: top-dose activity, negative = active. HeLa A3F-eYFP + Vif (tagged APOBEC3F with the HIV-1 protein that degrades it), YFP fluorescence increase; further: potency means the concentration at half of the fitted maximal effect; % of control where 0% means no effect; nearly all actives have a fitted effect of over 65% in size
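HeLa cells stably expressing A3F-eYFP plus Vif, plated and incubated overnight at 37 deg C, then exposed to compounds overnight at 37 deg C. Blocked degradation read as raised yellow fluorescence (Ex 488/Em 500-530).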
12-LOX inh: ALOX12 (human) lipoxygenase inhibition; 1.1% of 580,000 active; Potency, µM (highest dose often 108 µM), inactives show at the top dose activity change, negative = inhibition, most hits filed as inhibitors; purified 12hLO, xylenol orange hydroperoxide absorbance; further: potency means the concentration at half of the fitted maximal effect; on the % scale 0 is the no-effect control and ±100 the full control effect
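Purified human 12hLO (150 nM final) in 25 mM Hepes, 0.01% Triton X-100, pH 7.0 was preincubated 15 min at room temperature with compound. Then 40 uM arachidonic acid was added, 30 min. Hydroperoxide was read by Fe-XO absorbance ratio 573/405 nm.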
D2 ag: agonists of human D2 dopamine receptor; HEK293 T-REx D2 cells, calcium flux agonist mode; activation, % at 2 µM; 0.53% of 340,000 active; AID 485358;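 active means activation over 3 SD above normal in the single-dose calcium agonist read, cut at about 30% in these data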; further: 0% is about no effect
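Agonism scored from kinetic calcium signal (1 read/sec, 180 s) following compound pin transfer, after a 10 s baseline. Cells: HEK293 Trex line expressing inducible D2 receptor coupled to calcium, dye-loaded after overnight culture at 30 C.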
RGS4 inhibitor: human RGS4 inhibition; P49798; Transcreener GDP fluorescence polarization, RGS4-accelerated GTP hydrolysis; Potency, µM (top dose mostly 114 µM), inactives show at the top dose activity change, negative = inhibition, actives largely listed as inhibitors; 0.039% of 390,000 active; further: potency means the concentration at half of the fitted maximal effect; on the % scale 0 is the no-effect control and ±100 the full control effect; nearly all actives have a fitted effect of over 75% in size; some results filed as inactive show a strong effect at the top dose
Target sequence (P49798 whole entry, looked up): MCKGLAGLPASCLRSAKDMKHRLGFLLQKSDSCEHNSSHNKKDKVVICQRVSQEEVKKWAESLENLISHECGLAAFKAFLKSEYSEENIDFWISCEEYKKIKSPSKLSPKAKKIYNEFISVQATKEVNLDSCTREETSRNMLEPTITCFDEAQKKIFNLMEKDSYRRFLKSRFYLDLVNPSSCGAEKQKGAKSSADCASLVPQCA
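MLSMR compounds (23 nl, pin-transferred) preincubated 10 min at room temperature with a 500nM (2x) first reagent, then RGS4 at 900nM (2x) plus Transcreener GDP mix added; fluorescence polarization (620/688 nm) read before and after 90 min at 30 °C.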
LDHA block: inhibitors of human lactate dehydrogenase A; P00338; purified LDHA, NADH/diaphorase-resazurin fluorescence; active compounds read low; activity change, % (values are at about 110 or 230 µM); 0.15% of 480,000 active; in the data active means activity change below about -30%; inconclusive means mostly about -25% to -30%;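 further: plate controls were DMSO wells for no effect and wells without enzyme for full effect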
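Human LDH5 at 2 nM final in Tris HCl pH 7.4 with 0.06 mM NADH and 0.2 mM pyruvate, reacted 5 minutes at room temperature. Remaining NADH coupled via diaphorase/resazurin; resorufin fluorescence read at 0 and 20 minutes, normalized to enzyme-free and DMSO wells.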
ERG-DNA inh: ERG Ets/DNA interaction inhibition; Potency, µM (doses to about 76.9 µM), without a hit: at the highest dose FP activity, negative = inhibition, most hits filed as inhibitors; P11308; fluorescence polarization, His-ERG Ets domain / labelled DNA; 0.028% of 370,000 active; active means well fitted inhibition curve with a large enough effect in the polarisation, with a control signal flat; inconclusive means small, poorly fitted or top-dose-only effect, or effect the other way, or a change in a side signal; inactive means no such curve, though single readings can be large or run the other way; the % refers to the polarisation;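 further: polarization taken with two DNA probes labelled with fluorescein and Texas red; potency means the concentration at half of the fitted maximal effect; % of control where 0% means no effect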
Target sequence (P11308 whole entry, looked up, the tested form may be a part): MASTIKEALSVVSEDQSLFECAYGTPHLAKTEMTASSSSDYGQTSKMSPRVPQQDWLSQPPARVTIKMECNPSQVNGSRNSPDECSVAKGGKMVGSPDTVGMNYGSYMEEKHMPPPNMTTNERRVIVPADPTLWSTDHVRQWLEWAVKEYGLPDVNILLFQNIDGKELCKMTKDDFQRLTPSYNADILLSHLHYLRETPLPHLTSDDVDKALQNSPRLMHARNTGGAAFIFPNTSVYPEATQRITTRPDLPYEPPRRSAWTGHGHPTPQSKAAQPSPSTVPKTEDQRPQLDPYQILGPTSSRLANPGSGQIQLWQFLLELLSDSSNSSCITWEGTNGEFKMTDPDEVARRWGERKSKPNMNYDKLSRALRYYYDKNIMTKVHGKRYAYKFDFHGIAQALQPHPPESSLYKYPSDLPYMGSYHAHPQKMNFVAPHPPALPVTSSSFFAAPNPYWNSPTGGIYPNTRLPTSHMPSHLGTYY
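His-tagged ERG Ets domain (1 uM in the protein solution; 300mM KCl, 50mM Tris-HCl, 1mM EDTA, 1mM DTT, pH 7.5) received compound, then a probe mix of 5 nM fluorescein-DNA and 100nM Texas-615-DNA. Fluorescence polarization was read for both dyes.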
Vif-APOBEC3G blk: blocks the Vif interaction with human APOBEC3G; Potency, µM (top dose mostly 46.1 µM), without a hit: top-dose activity, negative = active, actives largely listed as inhibitors; HeLa A3G-eYFP + Vif (tagged APOBEC3G with the HIV-1 protein that degrades it), YFP fluorescence, overnight; Q9HC16; 0.076% of 410,000 active; AID 602310;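 further: potency means the concentration at half of the fitted maximal effect; on the % scale 0 is the no-effect control and ±100 the full control effect; nearly all actives have a fitted effect of over 60% in size; hits raise eYFP signal because A3G escapes Vif-driven loss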
Target sequence (Q9HC16 whole entry, looked up): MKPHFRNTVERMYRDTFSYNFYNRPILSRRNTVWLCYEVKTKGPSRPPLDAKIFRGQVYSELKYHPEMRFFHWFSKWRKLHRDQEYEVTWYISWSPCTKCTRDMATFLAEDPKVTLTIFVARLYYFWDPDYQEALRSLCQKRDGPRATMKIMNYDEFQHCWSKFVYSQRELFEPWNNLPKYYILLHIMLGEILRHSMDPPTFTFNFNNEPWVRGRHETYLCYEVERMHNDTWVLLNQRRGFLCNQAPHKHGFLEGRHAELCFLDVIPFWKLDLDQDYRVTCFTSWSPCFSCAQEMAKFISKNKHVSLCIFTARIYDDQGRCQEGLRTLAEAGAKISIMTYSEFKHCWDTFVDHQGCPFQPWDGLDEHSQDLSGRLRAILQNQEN
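Read-out is eYFP fluorescence (Ex 488/Em 500-530) from Vif-expressing HeLa A3G-eYFP cells; more signal means A3G escaped Vif-mediated degradation. Cells plated overnight, compound pinned in, incubated overnight at 37 deg C.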
Glioma ERSR ind: inducers of ER stress response in human glioma cells; U87-MG GRP78 promoter luciferase reporter, 16 h; Potency, µM, for the others: at the top dose activation, hits mostly activators; 0.02% of 420,000 active; AID 602332; further: potency means the concentration at half of the fitted maximal effect; series mostly up to about 76 µM; % of control where 0% means no effect; nearly all actives have a fitted effect of over 35% in size
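Stably transfected U87-MG glioma cells carrying a GRP78-based luciferase sensor; 16 h compound incubation. Luminescence end-point read 10 min after Bright-Glo addition at room temperature.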
D2 antagonist: antagonists of human D2 dopamine receptor | HEK293 TREx D2 cells, calcium flux, dopamine EC80 | inhibition, % at 10 µM | 2% of 340,000 active | AID 485344; in the data active means inhibition above about 30%; further: 0% is about no effect
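HEK293 T-REx D2 cells, tet-induced, calcium dye no-wash. Cpd pintool add, 180 s kinetic, then EC80 DA, 180 s kinetic. Ca flux read.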
* = called active by the depositor; u = inconclusive; x = no result given; & = joins results of further samples; ! = not active in a repeat; [ ] = another dose, or the depositor's remark. Unless noted, the call rests on the fitted dose curve; in most records, active means well fitted curve in the direction sought with a large enough effect; inconclusive means small, poorly fitted or top-dose-only effect, or another doubt; inactive means no such curve, though single readings can be large; an effect the other way counts as inactive or inconclusive.

SMILES	Vif-A3F inh	12-LOX inh	D2 ag	RGS4 inhibitor	LDHA block	ERG-DNA inh	Vif-APOBEC3G blk	Glioma ERSR ind	D2 antagonist
O=C(NC1CCCCC1)C(c1ccco1)N(C(=O)c1csnn1)c1ccccc1 (configuration not stated)	-9%	23%	0.0	-7%	-3	0%	6%	-3%	-5
COc1ccc(OC)c(NC(=O)c2c(N3CCCC3=O)c3cc(OC)ccc3n2C)c1	10%	-14%	-0.2	10%	-3	2%	-8%	-3%	x
Cc1cccc(C)c1OCc1n[nH]c(=S)n1-c1ccccc1	1%	-26%	0.5	-44%	-1	-4%	-4%	1%	-11
Cc1ccc(SCc2ccc(C(=O)Nc3cccc([N+](=O)[O-])c3)cc2)cc1	-2%	-2%	0.1	-8%	-1	x	-5%	-1%	12
CCN(CC)C(=O)CSc1nc2ncccc2[nH]1	1%	-28%	0.2	-2%	-5	8%	-2%	-3%	-16
O=C(NCc1cccs1)c1ccc(Cn2c(SCc3cccc(F)c3)nc3cccnc32)cc1	-3%	2%	1.9	-44%	-5	0%	-1%	-1%	x
O=C(Nc1ccccc1F)C1CCN(S(=O)(=O)c2cccc3nonc23)CC1	4%	-28%	-2.2	-6%	2	17%	1%	-2%	0
COc1ccc(C(=O)Nc2ccc(-n3nncc3-c3ccccc3)cc2)cc1OC	-3%	-24%	0.7	-6%	-7	2%	1%	-3%	x
CCOC(=O)c1nc2nc(C)c(Cl)c(=O)n2[nH]1	0%	10%	1.0	27%	-5	10%	1%	-8%	7
Cc1cc(=O)[nH]c(SCc2cccc(Br)c2)n1	9%	0%	1.9	-27%	-9	-2%	-3%	-3%	-3
CC(=O)C1C(c2ccc(F)c(F)c2)NC(=O)NC1(O)C(F)(F)F (configuration not stated)	1%	0%	-0.2	40%	-3	0%	2%	1%	-4
Cc1ccc(-n2c(SCC(=O)NCc3ccco3)nnc2-c2cccnc2)cc1	4%	0%	x	-19%[11.4 µM]	-5	-12%	0%	-7%	x
COc1cc(COc2ccc3c(C)c(CCC(=O)O)c(=O)oc3c2)cc(OC)c1OC	7%	4%	1.5	-11%	-3	-6%	1%	-5%	-11
O=c1c2sc3ccccc3c2n(Cc2ccccc2F)c(=O)n1CCc1ccccc1	5%	0%	0.2	27%	-3	3%	3%	2%	x
CC(C)OC(=O)/C(C#N)=C/c1c[nH]c2ccccc12	-7%	u	1.8	-27%	-32*!	2%	3%	8%	1
Brc1ccc(-c2nc(-c3ccccn3)no2)o1	-7%	62%&1%[activator]	0.8	-5%	-7&3	10%	0%	-16%	1
C=Cc1ccc(Cn2c(C(=O)O)c(CNCc3ccc(F)cc3)c3ccc(C)cc32)cc1	0%	u	0.1	3%	2	4%	-17%	-1%	x
CC[C@]12c3[nH]c4cc(-c5ccco5)ccc4c3CCN1C(=O)[C@@H](CC(=O)NCCN1CCOCC1)C[C@@H]2C(=O)N1CCN(C(=O)C2CC2)CC1	-1%	10%	x	-1%	-7	-4%	3%	-2%	x
CC(=O)Nc1ccc(S(=O)(=O)NNC(=O)CCC(=O)NCc2ccccc2)cc1	5%	11%	x	5%	-2	3%	2%	2%	x
CCOC(=O)c1nnn(CC(=O)Nc2ccccc2OC)c1C(=O)OCC	2%	-28%	x	-31%	0	3%	-1%	-3%	x
O=c1c(-c2nnc(SCc3ccc(Cl)cc3)o2)cccn1Cc1ccccc1	-6%	-17%	-0.1	33%	-6	-1%	2%	1%	1
COc1ccccc1Nc1nc2ccccc2n1C	-6%	11%	-0.4	2%	-1	-1%	1%	2%	-48
Cc1ccc(-n2c(C)cc(/C=C(\C#N)C(=O)NCC3CCCO3)c2C)cc1 (configuration not stated)	2%	u	1.2	-8%	1	5%	3%	13%	-46
CCC(=O)Nc1ccc(C)cc1-c1nc2ccccc2n(Cc2ccccc2)c1=O	-13%	u	0.9	0%	-2	2%	0%	-2%	x
CC(=O)c1ccc(S(=O)(=O)N2CCN(c3nc(-c4ccccc4)nc4ccccc34)CC2)cc1	x	x	x	19%	-2	x	2%	-3%	x
C=CCN(CC=C)C(=O)Nc1ccc2nc(C)sc2c1	7%	2%	0.8	-6%	9	9%	0%	6%	-9
Cc1ccc(NC2CCCN(C(=O)CCc3cn[nH]c3)C2)cc1C (configuration not stated)	-5%	-8%	0.3	-13%	0	-9%	-4%	-5%	-13
c1ccc(SCc2nc(-c3ccccn3)no2)cc1	-12%	424%[activator]	-0.9	8%	-12	-6%	-4%	2%	13
CC1=C(C(=O)Nc2ccc(C)cc2)C(c2ccc(Cl)cc2)n2nnnc2N1 (configuration not stated)	-15%	0%	0.1	-10%	-5	2%	-3%	-8%	x
Cc1c(C#N)c(O)n(C)c(=O)c1N=Nc1ccc(S(N)(=O)=O)cc1	u	-22%	0.3	-1%	2	-5%	1%	2%	13
O=c1[nH]c(CO)nc2c1oc1ccccc12	-9%	2%	0.4	25%	1	2%	3%	-3%	-5
COC(=O)/C(C#N)=C/c1ccc(N2CCOCC2)c([N+](=O)[O-])c1	0%	59%[activator]	0.8	7%	-5	4%	2%	-1%	14
Clc1cccc(Oc2ncccn2)c1	-8%	1%	-0.3	-15%	-7	2%	0%	-1%	-6
CNC(=O)c1[nH]cnc1C(=O)Nc1ccc(C)cc1	4%	0%	-1.1	14%	-7	3%	-1%	7%	5
CCOC(=O)c1cnc(SCC(=O)Nc2cc(OC)cc(OC)c2)nc1N	-3%	u	-0.2	13%	-1	4%	2%	-3%	-2
CCCc1cc(=O)[nH]c(SCc2cc(=O)oc3c(C)c(C)ccc23)n1	-11%	-16%	-1.4	7%	-8	-1%	-4%	1%	3
CC(C)c1ccc(CC(=O)N2CCC2(C)C(=O)NCc2cccc3ccccc23)cc1 (configuration not stated)	x	-1%	x	x	0	x	0%	-7%	x
COc1ccc(CCn2c(-c3cc([N+](=O)[O-])cc([N+](=O)[O-])c3)nc3nc4ccccc4nc32)cc1	4%	u	0.6	21%	-4	x	0%	6%	-2
C[n+]1cc(-c2ccccc2)oc1-c1ccccc1	4%	u	0.4	-8%	-6	10%	2%	6%	10
CSc1nsc(SCC(=O)Nc2ccc(Br)cn2)n1	6%	0%	-2.2	-7%	0	0%	-2%	4%	-8
O=C(COC(=O)C12CC3CC(CC(O)(C3)C1)C2)Nc1cccc(Br)c1	1%	15%	0.1	12%	-4	-7%	4%	2%	0
Cc1cccc(NC(=O)c2ccc(S(=O)(=O)N3CCOCC3)cc2)c1C	-22%	-6%	-0.1	-6%	-2	-2%	1%	-4%	6
CCOC(=O)c1c(NC(=O)C2CCCO2)sc(C(N)=O)c1C (configuration not stated)	2%	19%&-2%	0.2	11%	-2&-6	10%	-4%	-1%	-6
COc1ccc2ccc(C(C)(C(C)=O)C(=O)OC(C)C)cc2c1 (configuration not stated)	-3%	-7%	-0.9	1%	4	-5%	2%	2%	5
CCOc1ccc(CNC(=O)CCS(=O)(=O)c2cc3c4c(c2)CCN4C(=O)CC3)cc1OC	-1%	-19%	0.6	-14%	-4	9%	5%	-1%	x
CCCCC(O)(CCN1CCOCC1)c1ccc(Cl)cc1 (configuration not stated)	-10%	-19%	0.2	-16%	-2	-4%	-6%	-5%	-2
CCn1c(CO)nc2c1c(=O)[nH]c(=O)n2Cc1ccccc1	-9%	0%	-1.2	3%	2	0%	-1%	1%	-3
O=C(CCS(=O)(=O)c1ccc(Br)s1)NCc1ccccc1	1%	-5%	-0.6	-1%	-3	-4%	2%	-1%	15
CCCCC[C@H](O)/C=C/C1=C(CCCCCCC(=O)O)C(=O)CC1	2%	-4%[12.5 µM]	-2.5	u	3	-15%	-2%	-2%&-2%	10
Cc1cc(C(F)(F)F)n2nc(-c3cnn(C)c3C(F)(F)F)cc2n1	-2%	-13%	0.9	11%	-12	-1%	-1%	-5%	-6
CCCN(CCC)CC(=O)Nc1cccc2c1OCO2	x	-1%	-0.9	24%	0	0%	3%	-1%	-22
O=C(N[C@@H](Cc1ccc(O)cc1)C(=O)O)C(c1ccccc1)c1ccccc1	0%	u	x	21%	5&1	-5%	-1%	-3%	x
CC(C)c1nnc(NC(=O)c2nc(S(=O)(=O)Cc3ccccc3)ncc2Cl)s1	14%	u	-0.1&-0.8	u	3&2	12%&5%	-15%	-19%	-3
COCCCN1CN=C(NS(=O)(=O)c2ccc(C)cc2)NC1	2%	-15%	x	10%	-6	-2%	0%	-7%	x
CC1CCCCC1NC(=O)CCS(=O)(=O)c1ccc(Cl)cc1 (configuration not stated)	-10%	-3%	x	-3%	-1	u	3%	-6%	x
COc1ccc(Cn2ccnc2SCC(=O)NC2CCCCC2)cc1	0%	8%	-0.2	27%	-7	-11%	1%	-4%	8
CC(/C=N/n1cnnc1)=C\c1ccco1	0%	0%	0.0	-34%	3	-5%	0%	0%	7
NCCCC[C@H]1CNC(=S)N1CCc1cc(C(F)(F)F)cc(C(F)(F)F)c1	-5%	0%	-0.3	14%	-3	-5%	-1%	0%	-3

Some of the compounds tested, so the mix of outcomes need not match the whole.
